# CHT allo act = allosteric activators of human choline transporter CHT; Q9GZV3; CHT-expressing cells, membrane potential dye, choline EC20; hits give high values; LV-AA mutant CHT in HEK293 cells; B-score at 10 µM; 310,000 tested, 0.49% active;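 active = initial fluorescence not abnormally high and integrated response B-score, plate-corrected, over 3 SD above library mean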
# Target sequence (Q9GZV3 whole entry, looked up): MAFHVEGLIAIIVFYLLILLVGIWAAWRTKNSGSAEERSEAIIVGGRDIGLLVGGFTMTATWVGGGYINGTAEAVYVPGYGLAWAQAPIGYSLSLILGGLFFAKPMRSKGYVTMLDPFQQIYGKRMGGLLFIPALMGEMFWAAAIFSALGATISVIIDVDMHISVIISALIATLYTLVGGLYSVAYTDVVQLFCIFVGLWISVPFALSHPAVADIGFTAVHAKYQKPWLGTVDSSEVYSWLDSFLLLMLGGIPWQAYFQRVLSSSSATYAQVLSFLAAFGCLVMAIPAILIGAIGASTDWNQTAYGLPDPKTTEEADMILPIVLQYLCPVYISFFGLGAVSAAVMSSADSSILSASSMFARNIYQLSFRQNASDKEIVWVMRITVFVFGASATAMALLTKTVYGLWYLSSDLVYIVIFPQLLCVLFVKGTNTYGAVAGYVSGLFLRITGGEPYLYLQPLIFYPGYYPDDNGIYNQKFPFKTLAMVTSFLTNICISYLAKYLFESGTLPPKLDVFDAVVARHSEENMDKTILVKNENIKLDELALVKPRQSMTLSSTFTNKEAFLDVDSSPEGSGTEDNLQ
# CHT block = inhibits the human high affinity choline transporter; B-score at 10 µM; 310,000 tested, 0.86% active; Q9GZV3; CHT-expressing cells, membrane potential dye, choline response; hits give low values;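 active = B-score over 3 SD under the library average, and starting fluorescence ratio not unusually high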;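 note: choline stimulus applied at its EC90 after an EC20 pre-addition; B-score computed on integrated fluorescence ratio after choline addition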
# * = called active by the depositor; i = inactive. Rows are unselected. About 1.4% of those tested had a hit in this group.
SMILES,CHT allo act,CHT block
Cc1cc(C)c(Cn2c(=O)n(CCCC(=O)NCc3ccco3)c(=O)c3ccccc32)c(C)c1,i,i
c1cnc2c(C3NCCc4c3[nH]c3ccccc43)cccc2c1 (centres undefined),i,i
CC1(C)C(C=C(Cl)Cl)C1C(=O)N1CCN(Cc2ccccc2)CC1 (centres undefined),i,i
O=C(NCCOCc1ccccc1)C(c1ccccc1)c1ccccc1,i,i
C=CCNC(=O)C1CC(=O)N(c2ccc(OCC(=O)N3CCCC3)cc2)C1 (centres undefined),i,i
Cc1ccc(OCCCC(=O)NC(C)c2ccccc2)cc1 (centres undefined),i,i
Cc1cccc2sc(NNC(=O)c3ccc(S(=O)(=O)N4CCCC(C)C4)cc3)nc12 (centres undefined),i,i
O=C(CNc1ccccc1Cl)N/N=C1\CCCc2ccccc21,i,i
CCOc1ccc(N(CC(=O)NCc2ccccc2)S(C)(=O)=O)cc1,i,i
O=C(CN1CCN(c2ccc(F)cc2)CC1)NCC1CCCO1 (centres undefined),i,i
CC(=O)Oc1c(C)cc(O)c2ccccc12,i,i
COc1ccc(Cn2cccc(NC(=O)Nc3ccc(F)cc3)c2=O)cc1,i,i
O=C1CN=C(Nc2cccc(C(F)(F)F)c2)N1C1CCCC1,i,i
Cc1cc(C)n(CCCNC(=O)CCNS(=O)(=O)c2ccccc2C(F)(F)F)n1,i,i
Cc1nnc(NC(=O)C2CCCN(c3ncccn3)C2)s1 (centres undefined),i,i
Cc1ccc([C@@H]2[C@@H]3C(=O)N(C)C(=O)[C@@H]3[C@]3(Cc4ccccc4)C(=O)N(Cc4ccccc4)CC(=O)N23)o1,i,i
O=C(Cn1c(-c2ccccc2)c[n+]2ccsc12)c1ccccc1,i,i
Cc1cc([N+](=O)[O-])ccc1Nc1nc2ccccc2n2cnnc12,i,i
CCc1ccc(NC(=O)CSc2ccc(-c3ccco3)nn2)cc1,i,i
COc1cc(/C=N/NC(=O)c2cccc(N3CCCC3=O)c2)ccc1O,i,i
Cc1cc([N+](=O)[O-])nn1CC(=O)NCCCn1ccnc1,i,i
COc1ccc(N2C3=C(CC4=C2CCCC4=O)C(=O)CCC3)cc1,i,i
O=C(O)c1cc2c(=O)c3ccccc3oc2nc1C(F)(F)F,i,i
COc1ccccc1N1C(=O)c2ccc(C(=O)Nc3ccccc3O)cc2C1=O,i,i
CCCN1CCN(CCCNC(=O)Cn2nc(C)n3c(cc4cc(OC)ccc43)c2=O)CC1,i,i
# More structures.
SMILES,CHT allo act,CHT block
COc1ccccc1N1CCN(C(=O)c2cc(-c3ccc4c(c3)OCO4)on2)CC1,i,i
CCCn1nc(C(=O)NCC(C)(C)N2CCOCC2)c2ccccc2c1=O,i,i
N/C(CS(=O)(=O)c1ccccn1)=N\OC(=O)c1ccc(Cl)cc1,i,i
CCOC(=O)C(=Cc1c[nH]c2ccc(S(=O)(=O)N(C)C)cc12)C(=O)OCC,i,-6.4*
Cc1[nH]n(C)c(=O)c1N=Nc1ccc(S(C)(=O)=O)cc1,i,i
CCCc1ccc(OC(=O)c2ccc(O)cc2Cl)cc1,i,i
CCOC(=O)CNC(=O)CSc1nnnn1-c1ccc(C)c(C)c1,i,i
NC1=NC[C@H](Cc2ccc(O)cc2)N1CC1CCCCC1,i,i
CCc1nnc(NC(=O)c2c(-c3ccccc3)noc2C)s1,i,i
Nc1ccccc1C(=O)NCCCN1CCOCC1,i,i
CC(=O)N1CCc2cc(S(=O)(=O)CCC(=O)NCc3cccs3)ccc21,i,i
Cc1cc(NCc2ccccc2)c2ccccc2n1,i,i
Cc1ccc(S(=O)(=O)N(C)CC(=O)OCC(=O)NC(=O)Nc2ccc3c(c2)OCCO3)cc1,i,i
Cc1cc(C)c(S(=O)(=O)N2CCOC2CNC(=O)C(=O)NCCc2c[nH]c3ccccc23)c(C)c1 (centres undefined),i,i
O=C(CN1C(=O)NC2(CCOc3ccccc32)C1=O)c1ccc(F)c(F)c1 (centres undefined),i,i
N#CCN1CCC2(O)CCCCC2C1c1ccc2c(c1)OCO2 (centres undefined),i,i
CCCCn1c(N)c(N(CC(C)C)C(=O)c2ccc(OCc3c(C)noc3C)cc2)c(=O)[nH]c1=O,i,i
CC(C)C(=O)NC(=S)Nc1ccc(S(=O)(=O)N(C)C)cc1,i,i
Cc1ccc(-n2nnc3c(=O)n(Cc4cc(C)ccc4C)cnc32)cc1,i,i
CC(=O)Nc1ccc2nc(C)n(Cc3ccc(Cl)cc3)c(=O)c2c1,i,i
NC(=O)c1ccc(N=Cc2ccc([N+](=O)[O-])s2)cc1,i,i
COc1ccc(-c2cc(=O)oc3cc(OCC(=O)NCCCn4ccnc4)ccc23)cc1,i,i
CCN(CC)c1ccc2oc(=O)c(C)nc2c1,i,i
COc1ccc(CCNC(=O)C2CCN(S(=O)(=O)c3ccc(SC)cc3)CC2)cc1,i,i
Cc1ccc(S(=O)(=O)Nc2c(C)nn(C)c2C)cc1C,i,i

# Part of the list above in order of heavy-atom count, smallest number first.
SMILES,CHT allo act,CHT block
CCN(CC)c1ccc2oc(=O)c(C)nc2c1,i,i
Nc1ccccc1C(=O)NCCCN1CCOCC1,i,i
CCCc1ccc(OC(=O)c2ccc(O)cc2Cl)cc1,i,i
NC1=NC[C@H](Cc2ccc(O)cc2)N1CC1CCCCC1,i,i
CCc1nnc(NC(=O)c2c(-c3ccccc3)noc2C)s1,i,i
N#CCN1CCC2(O)CCCCC2C1c1ccc2c(c1)OCO2 (centres undefined),i,i
CC(=O)Nc1ccc2nc(C)n(Cc3ccc(Cl)cc3)c(=O)c2c1,i,i
Cc1ccc(-n2nnc3c(=O)n(Cc4cc(C)ccc4C)cnc32)cc1,i,i
CCOC(=O)C(=Cc1c[nH]c2ccc(S(=O)(=O)N(C)C)cc12)C(=O)OCC,i,-6.4*
COc1ccccc1N1CCN(C(=O)c2cc(-c3ccc4c(c3)OCO4)on2)CC1,i,i
COc1ccc(-c2cc(=O)oc3cc(OCC(=O)NCCCn4ccnc4)ccc23)cc1,i,i
Cc1ccc(S(=O)(=O)N(C)CC(=O)OCC(=O)NC(=O)Nc2ccc3c(c2)OCCO3)cc1,i,i
CCCCn1c(N)c(N(CC(C)C)C(=O)c2ccc(OCc3c(C)noc3C)cc2)c(=O)[nH]c1=O,i,i

# Looked up one by one from above:
SMILES,CHT allo act,CHT block
CCCCn1c(N)c(N(CC(C)C)C(=O)c2ccc(OCc3c(C)noc3C)cc2)c(=O)[nH]c1=O,i,i
O=C(CN1C(=O)NC2(CCOc3ccccc32)C1=O)c1ccc(F)c(F)c1 (centres undefined),i,i

# Next part
SMILES,CHT allo act,CHT block
O=C(COc1ccc(Cl)cc1)N1CCCCC1,i,i
O=C(Nc1cccc2c1CCCC2)c1cc([N+](=O)[O-])ccc1Cl,i,i
Cc1cccc(Cn2c(N(C)Cc3ccccc3)nc3c2c(=O)[nH]c(=O)n3C)c1,i,i
COCCn1c(SCC(=O)NCc2ccc(F)cc2)nc2ccccc21,i,i
COc1ccccc1NS(=O)(=O)c1cc(C(=O)NCC(c2ccco2)N2CCCCC2)ccc1C (centres undefined),i,-12*
O=C(c1nc2ccc(Cl)cn2c1CN1CCCC1)N1CCc2ccccc2C1,i,i
COc1ccccc1C/C(N)=N/OC(=O)COc1ccc2ccccc2c1,i,i
O=C(NNS(=O)(=O)c1ccc(F)cc1)c1ccc(O)cc1,i,i
O=C(CSc1nnc(-c2ccccn2)o1)Nc1ccccc1F,i,i
CCC(C)NC(=O)C1CCN(S(=O)(=O)N2CCC3(CC2)OCCO3)CC1 (centres undefined),i,i
O=C(Nc1cccc(N2C(=O)C3C4C=CC(C4)C3C2=O)c1)c1cccs1 (centres undefined),i,i
CN1/C(=C\C(=O)Nc2cccnc2)c2ccccc2CC1(C)C,i,i
CCc1ccc(NC(=O)CSc2nc(N)c(NC(=O)c3ccc(F)c(F)c3)c(=O)[nH]2)cc1,i,i
NC(=O)CN1CCCN(S(=O)(=O)c2ccc(Br)cc2)CC1,i,i
CN(Cc1ccccc1)S(=O)(=O)c1ccc(NS(=O)(=O)Cc2ccccc2)cc1,i,i
O=C(NCC1CCCO1)c1cc(-c2ccc(F)cc2)no1 (centres undefined),i,i
COc1ccc(S(=O)(=O)N(CC(=O)N2CCN(c3ccccc3)CC2)c2ccccc2)cc1,i,i
CC(=O)Nc1ccc(/C(C)=N/NC(=O)c2ccccc2Cl)cc1,i,i
CCOC(=O)c1ccc(N2Cc3ccccc3C2=N)cc1,i,i
CCCCNC(=O)N(c1c(N)n(Cc2ccccc2)c(=O)[nH]c1=O)C1CCCC1,i,i
O=C(Nc1ccccc1C(=O)NCC1CCCO1)c1ccccc1F (centres undefined),i,i
O=C(C[n+]1cc(Br)cc2ccccc21)c1ccc(F)cc1,i,i
Cc1cc(C)c2c(c1)C1(OCCO1)C(=O)N2,i,i
COc1ccc(Br)c(C(=O)N2CCN(S(=O)(=O)c3cccs3)CC2)c1,i,i
COc1ccc(/C=C2/S/C(=N/N=C3\CC4CCC3(C)C4(C)C)NC2=O)cc1 (centres undefined),i,i
# Next part.
SMILES,CHT allo act,CHT block
CC1CCCCC1NCC#CCOc1ccc(Cl)cc1 (centres undefined),i,i
COC(=O)C1=C(C(=O)OC)[C@@H]2N(C)c3ccccc3[C@@]23C[C@@H](C(=O)OC)N(C(=O)COCc2ccccc2)C3=N1,i,i
COc1ccc(-c2noc(CCC(=O)NCc3cccnc3)n2)cc1OC,i,i
CCn1c(SCC(=O)Nc2ccc(OC)cc2)nnc1-c1ccco1,i,i
COCCNC(=S)N/N=C(\C)c1ccc2cc(OC)ccc2c1,i,i
COC(=O)C(C(=O)Nc1cc(C)on1)C1CCCCCC1 (centres undefined),i,i
Cc1cccc(C(=O)N2CCCC(N3CCN(c4ccccc4F)CC3)C2)n1 (centres undefined),i,i
COC(=O)[C@@H]1C[C@H]2CC[C@H](O)C[C@H]2N1Cc1ccc(N2CCN(C)CC2)cc1,i,i
CNC(=O)c1[nH]cnc1C(=O)N[C@@H](Cc1ccccc1)C(=O)OC(C)(C)C,i,i
O=C(CN(Cc1ccc(Cl)cc1)C(=O)c1csnn1)NCc1ccc(F)cc1,i,i
COc1ccc(C(=O)CSC#N)cc1OC,i,i
CC(C)=CCc1c(O)cc2c(=O)c3ccc(O)cc3oc2c1O,i,i
Cc1cc(C)cc(C(=O)N2CC(C)SC2=Nc2cccc(S(=O)(=O)N(C)C)c2)c1 (centres undefined),i,i
COc1ccc(CN2CCC(n3nccc3NC(=O)C3CC3)CC2)c(Cl)c1OC,i,i
O=C(COC(=O)C12CC3CC(CC(C3)C1)C2)NCCCc1ccccc1,i,i
O=C(CS(=O)CC(=O)Nc1cccnc1)Nc1ccc(F)cc1 (centres undefined),i,i
CCN(CC)CCNC(=O)c1cn(CC)c2ccc(S(=O)(=O)N3CCc4ccccc4C3)cc2c1=O,i,-8.1*
Cc1[nH]c(=O)c(C#N)c(C)c1Cl,i,i
Cn1nc(-c2ccccn2)nc2c(=O)n(C)c(=O)nc1-2,i,i
C#CCN(CC=C)C(=O)CCc1nnc(COc2ccccc2)o1,i,i
COc1ccc(Cl)cc1NC(=O)CN(C)C(=O)c1ccc(OCc2ccccc2)c(OC)c1,i,i
CCN(CC)c1ccc(/C=N/N2CCN(c3ccccn3)CC2)cc1,i,i
COc1ccc(C(=O)NC(=S)N2CCC(C)CC2)cc1Br,i,i
COc1cc(C(=O)OCC(=O)N2CCCC2)cc(OC)c1OC,i,i
Cc1c(C(=O)NCc2ccc3c(c2)OCO3)oc2ccc(S(=O)(=O)N3CCCCCC3)cc12,i,i
# Other results follow.
SMILES,CHT allo act,CHT block
CCOC(=O)C#CC(CCc1ccccc1)OS(N)(=O)=O (centres undefined),i,i
COc1ccc(S(=O)(=O)Nc2cccc(-n3cnnn3)c2)cc1,i,i
Cc1ccnc(N2CCC(C(=O)NCc3ccc(F)cc3)CC2)n1,i,i
Cc1c(OCc2ccc(C(=O)O)cc2)ccc2c(-c3ccccc3)cc(=O)oc12,i,i
N#C/C(=C\Nc1ccc(F)c(Cl)c1)C(=O)C1CC1,i,i
O=C(CNC(=O)c1cccs1)NCC(=O)OCc1cccc(Cl)c1,i,i
O=C(O)Cn1cc(CN2CCOCC2)c2ccccc21,i,i
O=C(O)COc1cnc2ccccc2n1,i,i
O=C1C2C3c4ccccc4C(c4ccccc43)[C@@H]2c2nc3ccccc3n21 (some centres undefined),i,i
N#Cc1c(-c2ccccc2)nc(SCC(=O)Nc2ccccc2)[nH]c1=O,i,i
O=C(CSc1nc(-c2cccs2)cc(C(F)(F)F)n1)NCCCN1CCOCC1,i,i
CC(=O)c1cc(CN2CCN(C3CCN(C(C)C)CC3)C(CCO)C2)cs1 (centres undefined),i,i
O=C(CSc1nnc(-c2ccccc2F)n1CCc1ccccc1)Nc1ccc2[nH]c(=O)[nH]c2c1,i,i
O=C(NC(=S)Nc1ccc(Br)cn1)c1cncc(Br)c1,i,i
O=C1NN(c2ccc(Cl)c(Cl)c2)C(=O)/C1=C/c1cccc(OC(=O)c2cccs2)c1,i,i
NC(=O)c1ccc(Oc2ccc(Cl)c3ccccc23)c([N+](=O)[O-])c1,i,i
Cc1ccc(CC2C(=O)N(c3ncccn3)C(=O)C2C)cc1 (centres undefined),i,i
COc1ccc(-c2cc(-c3ccco3)[nH]c(=O)c2C#N)cc1,i,i
Cc1cn(C2OC(COC(=O)c3ccccc3)C(OC(=O)c3ccccc3)C2OC(=O)c2ccccc2)c(=O)[nH]c1=O (centres undefined),i,i
CN(Cc1c(F)cccc1Cl)C(=O)c1ccc(NS(=O)(=O)c2ccc3[nH]c(=O)[nH]c3c2)cc1,i,i
NC(=O)c1ccc(-c2csnn2)cc1,i,i
Cc1ccc(C(=O)NCC(=O)OCC(=O)Nc2cccc(S(=O)(=O)N3CCCC3)c2)cc1C,i,i
Cc1ccc(S(=O)(=O)N2CCC(C(=O)NNC(=O)c3ccccc3)CC2)cc1,i,i
CC(C)(C)NC(=O)N1CCN(c2nc(-c3ccccc3)ns2)CC1,i,i
Cc1cc2oc(=O)cc(Cn3ncc(Cl)c(Cl)c3=O)c2cc1Cl,i,i
